inhibitors of VEEV: inhibitors of VEEV TC-83 cytopathic effect, confirmation, Vero cells (AID 588727). Vero cells, VEEV TC-83 cytopathic effect inhibition; higher % means a stronger effect. 350,000 tested, 0.13% active. inhibition, % at 20 µM, or IC50 in µM where a hit was titrated; in the data active = a potency from the dose series; inconclusive = inhibition mostly from about 14% at the one dose, without a potency; inactive = the rest, 99 in 100 with inhibition below about 12%; also: strong numbers were not always called active
M. tuberculosis HTS: M. tuberculosis growth inhibition, HTS (AID 449762) | M. tuberculosis H37Rv growth inhibition, 7H9 media; higher % means a stronger effect | inhibition, % at 25 µM; hits with a dose series show IC50 in µM | 330,000 tested, 0.59% active; in the data active = a potency from the dose series; inconclusive = inhibition above about 70% without an active follow-up result;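 also: bacterial growth assessed after seven days of incubation; strong numbers were not always called active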
M. tuberculosis: growth inhibition of non-replicating M. tuberculosis (AID 488890). Mycobacterium tuberculosis non-replicating, growth inhibition; higher % means a stronger effect. inhibition, % at 25 µM, or IC50 in µM where a hit was titrated. 320,000 tested, 0.39% active; in the data active = a potency from the dose series; inconclusive = inhibition mostly from about 82% at the one dose, without a potency; inactive = the rest, 99 in 100 with inhibition below about 76%;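 also: plate controls were DMSO cells for no effect and high antibiotic wells for full effect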
PhoP GFP inhibition: Inhibition of PhoP regulon, Salmonella typhi GFP reporter cells, confirmation, 4 h (AID 1850); Salmonella Typhi PhoP-promoter GFP reporter, fluorescence, 4 h; higher % means a stronger effect; inhibition, % at 50 µM; hits with a dose series show IC50 in µM; 310,000 tested, 0.33% active; in the data active = a potency from the dose series; inconclusive = inhibition mostly from about 25% at the one dose, without a potency; inactive = the rest, 99 in 100 with inhibition below about 19%;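 also: 0% = induced wells with vehicle and 100% = uninduced wells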
influenza NS1A: NS1A inhibition, H1N1 influenza, cell based functional assay (AID 504329); NS1A functional cell-based assay, percent inhibition; higher % means a stronger effect; one-dose inhibition, % at 12.5 µM; IC50 in µM for titrated hits; 340,000 tested, 0.3% active; in the data active = a potency from the dose series; inconclusive = inhibition above about 27% without an active follow-up result; also: strong numbers were not always called active
inhibitors of VEEV 10K pilot screen: recorded beside inhibitors of VEEV, whose call it bears; inhibition, %; measured here: 10K pilot screen inhibition
* marks the source's active call; other numbers are inactive results; i = inactive; ? = inconclusive; nt = no result given.

SMILES | inhibitors of VEEV | M. tuberculosis HTS | M. tuberculosis | PhoP GFP inhibition | influenza NS1A | others
Cn1c(CCN2CCCCC2)nc2cc(NS(=O)(=O)c3ccccc3)ccc21 | 2.2% | -7% | 31% | -2% | -3%
NC(=O)CC(NC(=O)Cc1ccc(Br)cc1)c1ccc(N2CCN(c3ccccn3)CC2)c([N+](=O)[O-])c1 (configuration not stated) | 0.6% | 3% | 3% | -2% | -12% | inhibitors of VEEV 10K pilot screen=1.0
C[C@H](NC(=O)C1CCN(S(=O)(=O)c2ccccc2)CC1)C(=O)NCc1ccc(F)cc1 | 1.9% | 2% | 4% | 3% | -4%
O=C(CCn1c(=O)oc2ccccc21)NCCN1CCc2ccccc2C1 | 1.2% | -22% | 19% | 9% | -18%
CN(Cc1nccs1)C(=O)C1CCC(=O)N(CCc2ccc(Cl)cc2)C1 (configuration not stated) | 2.9% | 5% | 8% | -28% | 3%
COc1ccc(CNC(=O)C(=O)NCc2cccnc2)cc1 | 1.7% | -1% | -2% | 11% | 1%
O=C(NCCCN1CCOCC1)c1ccc(CS(=O)(=O)Cc2ccccc2Cl)o1 | 1.2% | -10% | -2% | 2% | -2%
N#Cc1ccsc1NC(=O)CSc1nncs1 | 1.9% | 2% | 6% | nt | -5%
CCOC(=O)CSc1nc2ccccc2n1CC(=O)N1CCN(c2ccccc2)CC1 | 1.8% | 2% | 9% | -7% | 5% | inhibitors of VEEV 10K pilot screen=0.1
CC(=O)c1c(C)[nH]c(C(=O)OCC(=O)N2CCN(S(=O)(=O)c3ccc(C)cc3C)CC2)c1C | i | 4% | 30% | -1% | 12%
CSc1nsc(SCC(=O)Nc2nncs2)n1 | 0.8% | -3% | 31% | -5% | 0%
Cc1ccc(S(=O)(=O)Nc2ccccc2C(=O)N2CCOCC2)cc1 | 2.5% | 9% | 18% | 0% | -12%
CCC(C(=O)NCCC1=CCCCC1)n1nc(C)c2c(C)n(-c3ccccc3)nc2c1=O (configuration not stated) | i | 6% | 38% | -13% | 8%
CC1CCN(S(=O)(=O)c2ccc(Br)s2)CC1 | 0.4% | -2% | 16% | 6% | -9%
COc1ccc(N/C(=N\c2nc(C)cc(C)n2)NC(=O)C(C)C)cc1OC | 11% | -7% | 2% | 2% | -1%
COc1ccc(C(=O)O/N=C(\N)c2ccccn2)c(OC)c1 | 0.3% | -17% | -15% | -7% | -7%
O=C1CC(C(=O)N2CCc3ccccc32)CN1c1cccc(C(F)(F)F)c1 (configuration not stated) | 2.5% | -11% | 0% | nt | -4%
C=C1C(=O)C2=CC1CCC(=O)C1(C)CCC(OC(C)=O)C(C)(C)C1CC2O (configuration not stated) | 1.4% | nt | nt | nt | 0%
COc1ccc(Nc2nc(-c3sc(NC(C)=O)nc3C)cs2)cc1 | nt | 1% | 0% | -3% | nt
O=C(Nc1ccccc1)c1ccco1 | i | -4% | -7% | -2% | -9%
CN(CC(=O)Nc1cccc(F)c1)C(=O)CN1C(=O)NC2(CCCCC2)C1=O | 0.1% | 2% | -14% | 9% | 1%
COc1ccc([N+](=O)[O-])cc1NC(=O)CC(C)c1ccccc1 (configuration not stated) | i | -2% | 30% | -14% | 8%
Cc1ccc(S(=O)(=O)N2CCOCC2)cc1C(=O)Nc1c(C)n(C)n(-c2ccccc2)c1=O | 0.9% | 3% | 0% | -3% | 4%
O=C(Nc1ccsc1C(=O)O)c1ccc(Cl)cc1 | 1.0% | 5% | 56% | 3% | -10%
CC1CN(C(=O)Cn2cnc3c2c(=O)n(C)c(=O)n3C)CC(C)O1 (configuration not stated) | i | 2% | -4% | 1% | -1%
N#Cc1c(NC(=O)CCC(=O)O)sc2c1CCCC2 | i | 4% | -9% | -5% | 8% | inhibitors of VEEV 10K pilot screen=0.0
CCCC(=O)NC(Nc1cc(C(F)(F)F)ccc1Cl)C(Cl)(Cl)Cl (configuration not stated) | 2.4% | 16% | 8% | -6% | 9%
COc1ccc(OC)c(Nc2nc(-c3cccs3)cs2)c1 | 7.1% | 40% | 2% | -6% | 4%
COc1ccc(CNC(=O)CSc2nnnn2Cc2ccccc2)cc1 | 0.7% | 5% | 18% | -1% | 11%
O=C(Nc1ccccc1)c1ccccc1OCc1cccc([N+](=O)[O-])c1 | 0.1% | 10% | -2% | 1% | -6%

Sorted by SMILES length (ascending): part of the list above.
SMILES | inhibitors of VEEV | M. tuberculosis HTS | M. tuberculosis | PhoP GFP inhibition | influenza NS1A | others
COc1ccc(OC)c(Nc2nc(-c3cccs3)cs2)c1 | 7.1% | 40% | 2% | -6% | 4%
COc1ccc(CNC(=O)CSc2nnnn2Cc2ccccc2)cc1 | 0.7% | 5% | 18% | -1% | 11%
CC1CN(C(=O)Cn2cnc3c2c(=O)n(C)c(=O)n3C)CC(C)O1 (configuration not stated) | i | 2% | -4% | 1% | -1%
O=C1CC(C(=O)N2CCc3ccccc32)CN1c1cccc(C(F)(F)F)c1 (configuration not stated) | 2.5% | -11% | 0% | nt | -4%

Entries shown so far containing a cyano group:
SMILES | inhibitors of VEEV | M. tuberculosis HTS | M. tuberculosis | PhoP GFP inhibition | influenza NS1A | others
N#Cc1ccsc1NC(=O)CSc1nncs1 | 1.9% | 2% | 6% | nt | -5%
N#Cc1c(NC(=O)CCC(=O)O)sc2c1CCCC2 | i | 4% | -9% | -5% | 8% | inhibitors of VEEV 10K pilot screen=0.0

More structures.
SMILES | inhibitors of VEEV | M. tuberculosis HTS | M. tuberculosis | PhoP GFP inhibition | influenza NS1A | others
COc1cc(/C=C/C(=O)N2CCOCC2)ccc1OCc1ccccc1 | 0.8% | -3% | 2% | -5% | -4%
O=S(=O)(c1ccc2c(c1)C(O)c1ccccc1CC2)C(F)(F)F (configuration not stated) | i | 14% | 25% | nt | 5%
O=C(CN1CCCC1)Nc1ccc(Cl)cc1C(=O)c1ccccc1 | 0.2% | -2% | 8% | 2% | 0%
CC(C)c1ccccc1NC(=O)CNCCc1ccc(C(F)(F)F)cc1 | i | -3% | 56% | 3% | -2%
N#Cc1c(-c2ccccc2)nc2n(-c3ccccc3)nc(C(=O)Nc3ccccc3)n2c1=O | 1.4% | 12% | 12% | -3% | 1% | inhibitors of VEEV 10K pilot screen=0.8
O=C1Nc2cc(C(=O)NCCCN3CCOCC3)ccc2S/C1=C/c1cccc(Cl)c1 | 30% | 26µM* | i | -5% | 0%
C=CCn1c(SCc2nc3c(c(=O)[nH]c(=O)n3CCCC)n2CCC)nnc1-c1ccccc1 | 9.3% | -3% | 4% | -6% | -16%
CN(C)c1ccc(CN(CC2CCCO2)C(=O)c2cc3ccccc3o2)cc1 (configuration not stated) | 5.2% | nt | nt | nt | 17%
C/C(=N\NC(=O)c1cc(-c2ccc(Cl)s2)[nH]n1)c1ccncc1 | ? | 3% | 19% | 4% | 9%
COc1ccc(NC(=O)N/C=C/c2ccccc2)cc1 | 0.8% | -4% | -10% | 5% | 3%
CCOc1ccc(NC(=O)CCC(=O)NNC(=O)NC2CCCCC2)cc1 | 1.7% | ? | 18% | -6% | -1%
COc1ccc(N2C(=O)CCC(C(=O)N3CCC(C(N)=O)CC3)C2c2ccc(F)cc2)cc1 (configuration not stated) | 3.3% | -6% | -13% | 1% | 0% | inhibitors of VEEV 10K pilot screen=0.8
Cc1ccc2oc(C(=O)NCc3ccccc3)cc(=O)c2c1 | i | 3% | -5% | -6% | 2%
CCCc1nc2ccc(Br)cc2c(=O)n1-c1ccc([N+](=O)[O-])c(C(F)(F)F)c1 | i | 0% | -9% | 7% | 8%
Cc1sc2nc(SCC(=O)c3cc(C)n(CC4CCCO4)c3C)n(C(C)C)c(=O)c2c1C (configuration not stated) | 10% | -4% | 3% | 9% | 1%

Pulled by structure from the list above:
SMILES | inhibitors of VEEV | M. tuberculosis HTS | M. tuberculosis | PhoP GFP inhibition | influenza NS1A | others
CCC(C(=O)NCCC1=CCCCC1)n1nc(C)c2c(C)n(-c3ccccc3)nc2c1=O (configuration not stated) | i | 6% | 38% | -13% | 8%
CC(C)c1ccccc1NC(=O)CNCCc1ccc(C(F)(F)F)cc1 | i | -3% | 56% | 3% | -2%

The main list resumes; the three compounds before the break are reprinted first.
SMILES | inhibitors of VEEV | M. tuberculosis HTS | M. tuberculosis | PhoP GFP inhibition | influenza NS1A | others
Cc1ccc2oc(C(=O)NCc3ccccc3)cc(=O)c2c1 | i | 3% | -5% | -6% | 2%
CCCc1nc2ccc(Br)cc2c(=O)n1-c1ccc([N+](=O)[O-])c(C(F)(F)F)c1 | i | 0% | -9% | 7% | 8%
Cc1sc2nc(SCC(=O)c3cc(C)n(CC4CCCO4)c3C)n(C(C)C)c(=O)c2c1C (configuration not stated) | 10% | -4% | 3% | 9% | 1%
COc1ccc(N(CC(O)CN2CCCCC2)S(=O)(=O)c2ccc(C)cc2)cc1 (configuration not stated) | 0.4% | 3% | 42% | -5% | 4%
N#Cc1ccc(-c2ccc(F)cc2)nc1Oc1ccc(F)cc1 | i | 1% | -6% | -6% | -4%
Cc1ccc(Cl)cc1NC(=O)COC(=O)CSc1ccccc1 | i | 6% | 32% | nt | -1%
O=C(Nc1ccc(C(=O)N2CCCC2)cc1)c1cccc(C(F)(F)F)c1 | 0.8% | -10% | 4% | -2% | 26%
C=CCNc1nc2ccccc2c(=O)[nH]1 | 0.9% | 4% | 6% | -3% | -4%
COc1ccc(C(=O)/C(=C\c2sccc2C)c2nc3ccccc3o2)cc1 | nt | -1% | 0% | -8% | nt
CC1(C)Cc2c(sc(NC(=O)C(=O)N3CCCC3)c2C(N)=O)CO1 | 6.4% | 7% | 16% | 7% | 1%
Cc1ccc(S(=O)(=O)N(Cc2cccc([N+](=O)[O-])c2)C(=O)N2CCN(C)CC2)cc1 | 0.4% | nt | nt | nt | 10%
Cc1c(NS(C)(=O)=O)c(=O)n(-c2ccccc2)n1C | 0.3% | -6% | -19% | 6% | 0%
O=C1C=C(c2ccc3c(c2)OCO3)C[C@@H](c2ccc(Cl)cc2)C1 | 0.1% | -10% | -16% | nt | 10% | inhibitors of VEEV 10K pilot screen=1.1
CCOC(=O)Cc1csc(NC(=O)c2ccc3c(c2)OCO3)n1 | 7.7% | -10% | 24% | 4% | 0%
O=c1c(S(=O)(=O)c2ccc(Cl)cc2)cn(Cc2ccccc2)c2ccc(F)cc12 | 1.1% | -10% | -23% | 5% | -5%
Cc1noc(C)c1COC(=O)CCC(=O)c1ccc(F)cc1 | 0.9% | 1% | 3% | 7% | 1%
COc1ccc(C)cc1S(=O)(=O)Nc1cccc(SC)c1 | 1.6% | -9% | 1% | -12% | -1%
COc1ccc(N(CC(=O)NC(C)C)S(=O)(=O)c2ccc(NC(C)=O)cc2)cc1 | i | 6% | 15% | -12% | 6%
Cc1nc2sccn2c(=O)c1Cl | 0.2% | -1% | 0% | 9% | -4%
CC(C)CN(CCC(=O)O)CC(C)C | 1.2% | -19% | -8% | -6% | -2%
COc1ccc(NC(=O)COc2cccc(-n3cnnn3)c2)cc1Cl | i | 1% | 0% | 6% | -1%
CCOC(=O)c1c(CNc2ccncc2)n(C)c2cc(Br)c(O)cc12 | 1.3% | -11% | 44% | 0% | 7%
CCOc1ccc(Nc2ncnc3c2cnn3-c2ccccc2)cc1 | 0.9% | -13% | -23% | -8% | 6%
COc1ccc(CNc2ccc3c(c2)CCC3)cc1Br | 0.7% | ? | 45% | 4% | -8%
CCC1(CC)Nc2ccccc2C(=O)N1c1ccc(NC(C)=O)cc1 | 1.5% | -4% | -25% | 10% | 4%
S=c1[nH]ncn2c1cc1oc3ccccc3c12 | 0.7% | 0% | 37% | -2% | 7%
Cc1nn(CC(=O)Nc2nnc(C(C)C)s2)c(=O)c2ccccc12 | 0.7% | 5% | 6% | 5% | 4%
CCc1ccc(CN(C)C(=O)C2CCC(=O)N(CCCN3CCCC3=O)C2)cc1 (configuration not stated) | i | -8% | -7% | -6% | 8%

Screening data from PubChem.
